HttQ103 aggreg: qHTS Multiplex Assay to Identify Dual Action Probes in a Cell Model of Huntington: Aggregate Formation (GFP). AID 1688, 2009. PC12 HttQ103-GFP aggregates, Acumen cytometry, 40 h. 220,000 compounds, 1.1% hits. Potency, µM (titrated, usually from 46.1 µM), inactives show at the highest dose activity change, negative = inhibition, hits mostly inhibitors; note: % is set by controls: 0 for no effect and ±100 for the full control effect; nearly all actives have a fitted effect of over 60% in size
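Ecdysone-promoter PC12 model expressing HTT exon 1 Q103 fused to GFP, induced by tebufenozide at 100 nM final. Compounds titrated; aggregates sized 1–25 µm scored on a 488 nm laser cytometer.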
JMJD2E inh: qHTS Assay for Inhibitors of Human Jumonji Domain Containing 2E (JMJD2E); JMJD2E catalytic domain, FDH-coupled NADH fluorescence (FDH is formaldehyde dehydrogenase); Potency, µM (series often up to 57.1 µM), for the others: at the highest dose activity change, negative = inhibition, actives largely listed as inhibitors; 230,000 compounds, 1.6% hits; AID 2147, 2009; active = well fitted inhibition curve with a large enough effect, not every such curve was filed as active; inconclusive = small, poorly fitted or top-dose-only effect, or another doubt; inactive = no such curve, though single readings can be large or run the other way;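 note: 0% = wells with enzyme and -100% = buffer wells without enzyme; nearly all actives have a fitted effect of over 50% in size; many of its hits are not listed in these tables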
Target sequence (B2RXH2 1-337 limits assumed): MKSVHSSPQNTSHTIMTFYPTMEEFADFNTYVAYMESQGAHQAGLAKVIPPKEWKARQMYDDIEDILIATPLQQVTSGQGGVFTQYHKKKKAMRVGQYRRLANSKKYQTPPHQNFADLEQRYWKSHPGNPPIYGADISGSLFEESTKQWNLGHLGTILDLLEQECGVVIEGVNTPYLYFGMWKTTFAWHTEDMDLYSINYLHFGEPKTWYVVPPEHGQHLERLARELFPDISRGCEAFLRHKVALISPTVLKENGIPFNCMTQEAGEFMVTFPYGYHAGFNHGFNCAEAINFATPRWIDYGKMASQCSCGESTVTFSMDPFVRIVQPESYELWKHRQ
Tau fluor cs: Counterscreen qHTS for Inhibitors of Tau Fibril Formation, Fluorescence Polarization; Potency, µM (series often up to 57.7 µM), for the others: top-dose activity change, negative = decrease; AID 1463, 2008; tau K18 P301L Alexa594 fluorescence, heparin fibrillization; 280,000 compounds, 0.93% hits; note: % is set by controls: 0 for no effect and ±100 for the full control effect; nearly all actives have a fitted effect of over 55% in size
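Human tau K18 P301L (15 uM unlabeled, 0.24 uM Alexa 594-labeled) in 100 mM sodium acetate pH 7 with 20 uM heparin, 6 hr at 37 C. ThT 30 uM added, 1 hr ambient; Alexa 594 FP and total fluorescence read at 555/632 nm.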
ALDH1A1 inh: qHTS Assay for Inhibitors of Aldehyde Dehydrogenase 1 (ALDH1A1) | Aldehyde dehydrogenase 1A1 (Homo sapiens), P00352 | Purified ALDH1A1, NADH fluorescence, propionaldehyde substrate | Potency, µM (top dose mostly 75.3 µM), for the others: at the highest dose activity, negative = inhibition, actives largely listed as inhibitors | 220,000 compounds, 7.3% hits | AID 1030, 2008; active = well fitted inhibition curve with a large enough effect, not every such curve was filed as active; inconclusive = small, poorly fitted or top-dose-only effect, or another doubt; inactive = no such curve, though single readings can be large or run the other way;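 note: plate controls were no enzyme wells and a reference inhibitor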
Target sequence (P00352 whole entry, looked up): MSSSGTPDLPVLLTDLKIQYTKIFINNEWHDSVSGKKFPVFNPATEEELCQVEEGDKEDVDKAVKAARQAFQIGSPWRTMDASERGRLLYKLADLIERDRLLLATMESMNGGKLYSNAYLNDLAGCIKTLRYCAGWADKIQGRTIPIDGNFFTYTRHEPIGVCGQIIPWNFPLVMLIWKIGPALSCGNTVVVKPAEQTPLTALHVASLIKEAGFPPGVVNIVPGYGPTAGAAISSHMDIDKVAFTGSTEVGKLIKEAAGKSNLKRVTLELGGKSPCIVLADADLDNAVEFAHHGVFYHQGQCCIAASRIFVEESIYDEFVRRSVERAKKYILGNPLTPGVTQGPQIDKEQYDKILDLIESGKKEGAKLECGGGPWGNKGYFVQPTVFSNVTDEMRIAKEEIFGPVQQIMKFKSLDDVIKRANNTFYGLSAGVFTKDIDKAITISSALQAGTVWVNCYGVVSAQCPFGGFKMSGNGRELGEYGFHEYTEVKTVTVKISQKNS
HTT ATP protect: qHTS Multiplex Assay to Identify Dual Action Probes in a Cell Model of Huntington: Cytoprotection (ATP). PC12 HTT-Q103 induced, cytoprotection, ATP luminescence, 40 h. Potency, µM (highest dose often 56.4 µM), inactives show cytoprotection (ATP increase), most hits filed as activators. 230,000 compounds, 0.14% hits;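 note: % of control where 0% means no effect; nearly all actives have a fitted effect of over 45% in size; toxic huntingtin expression switched on by the ecdysone agonist tebufenozide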
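Stable PC12 Q103-GFP cells in serum-supplemented, phenol red-free DMEM; induction by tebufenozide at 100 nM final; compound dose series; cell viability quantified luminescently from ATP.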
Tau fibril FP: qHTS for Inhibitors of Tau Fibril Formation, Fluorescence Polarization. Microtubule-associated protein tau (Homo sapiens), P10636. K18 P301L tau heparin fibrillization, Alexa594 FP, 6 h. Potency, µM (series often up to 57.7 µM), inactives show top-dose activity, negative = inhibition, most hits filed as inhibitors. 280,000 compounds, 0.39% hits; note: % is set by controls: 0 for no effect and ±100 for the full control effect; nearly all actives have a fitted effect of over 55% in size
Target sequence (P10636 561-689 P618L limits assumed): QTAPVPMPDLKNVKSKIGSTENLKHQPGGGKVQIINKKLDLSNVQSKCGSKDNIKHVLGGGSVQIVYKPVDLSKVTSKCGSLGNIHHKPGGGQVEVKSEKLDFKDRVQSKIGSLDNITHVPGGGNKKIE
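K18 P301L tau (15 uM unlabeled/0.24 uM Alexa 594-labeled, final) + compound + heparin 20 uM final; 100 mM NaOAc pH 7; 6 hr 37 C; ThT 30 uM final added, 1 hr RT; FP ex 555/em 632 nm.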
SMN2 splice up: qHTS Assay for Enhancers of SMN2 Splice Variant Expression | 210,000 compounds, 2.8% hits | Potency, µM (titrated, usually from 46.1 µM), for the others: at the highest dose activity change, positive = activation, actives largely listed as activators | AID 1458, 2008 | HEK293 SMN2-luciferase splicing reporter, luminescence, 30-36 h; note: % of control where 0% means no effect; nearly all actives have a fitted effect of over 55% in size
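qHTS luciferase splicing reporter: luminescence rises when SMN2 exon 7 is included in transfected HEK293 cells. Compound exposure lasted 30-36 h at 37C, with 4.5 mM final sodium butyrate as control, followed by a ONE-Glo read.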
Tau ThT inhib: qHTS for Inhibitors of Tau Fibril Formation, Thioflavin T Binding; Microtubule-associated protein tau (Homo sapiens), P10636; recombinant tau K18 P301L (four-repeat tau fragment), heparin-induced fibrillization, ThT fluorescence; Potency, µM (doses to about 57.4 µM), for inactives: at the highest dose activity, negative = inhibition, actives largely listed as inhibitors; 270,000 compounds, 2.1% hits; AID 1460, 2008; note: % is set by controls: 0 for no effect and ±100 for the full control effect; nearly all actives have a fitted effect of over 55% in size
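K18 P301L tau (15 uM + 0.24 uM Alexa 594-tagged), heparin 20 uM, NaOAc pH 7, 6 h 37 C; ThT 30 uM, 1 h RT, ex 450/em 510 nm.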
The depositor's hits bear a star; ? = inconclusive; nt = no result given; & = joins results of further samples; [ ] = remark or other dose. Unless noted, calls come from the whole dose curve; as a rule, active = well fitted curve in the direction sought with a large enough effect; inconclusive = small, poorly fitted or top-dose-only effect, or another doubt; inactive = no such curve, though single readings can be large; an effect the other way counts as inactive or inconclusive. Potency is the fitted concentration of half-maximal effect. These rows are one share of the data. The share of hits here may be higher or lower than overall.

SMILES | HttQ103 aggreg | JMJD2E inh | Tau fluor cs | ALDH1A1 inh | HTT ATP protect | Tau fibril FP | SMN2 splice up | Tau ThT inhib
COc1ccc(CN2C(=O)CN=C2Nc2ccc(C)cc2C)cc1 | 9% | -4% | -7% | ? | -15%[10 µM] | 2% | -8% | -12%
O=[N+]([O-])c1ccc(C2NS(=O)(=O)N=C3CCCCCN32)cc1 (stereo unspecified) | 11%[9.22 µM] | ? | 3% | 28µM* | 0%[10 µM] | -7% | nt | -17%
CCOC(=O)C1C(=O)C=C(c2ccc([N+](=O)[O-])cc2)CC1c1ccccc1 (stereo unspecified) | 3% | 0% | ? | ? | -3%[10 µM] | 15% | -35%[inhibitor] | ?
CCCCC(=O)NC1(C(F)(F)F)NC(=O)N(C)C1=O (stereo unspecified) | 13%[9.22 µM] | 6% | 11% | nt | 6%[10 µM] | 6% | nt | nt
CCCCCC(=O)NNC(=S)NC(=O)c1ccc([N+](=O)[O-])cc1 | -13% | -27% | -4% | 6.3µM* | -54%[inhibitor] | -7% | -4% | ?
CCOC(=O)CNC(=O)CNC(=O)Cn1ccc2ccccc2c1=O | 5% | ? | -4% | ? | -8%[10 µM] | 4% | -1% | 2%
CCN1C(=O)[C@@H]2[C@H]3C(=CC[C@H]2C1=O)C(=O)[C@H]1OC1[C@H]3O (stereo partly specified) | nt | nt | -26%[11.6 µM] | -4%[13.5 µM] | 2.8µM* | ? | nt | 4µM*
COc1ccc(S(=O)(=O)Nc2ccc3c(c2)OCO3)cc1C | -25% | -3% | -15% | -12% | -11% | 3% | -7% | -1%
COc1ccccc1CC(NC(C)=O)C(=O)N1CCN(C(=O)Nc2ccccc2Cl)CC1 (stereo unspecified) | -9% | -2% | 5% | 1% | -7%[10 µM] | -4% | -8% | -4%
Cc1nc2c(c(C)nn2C(C)(C)C)c(C)c1CCC(=O)Nc1ccc(F)cc1 | nt | nt | -4% | nt | nt | -15% | -7% | 5%
C=CCn1c(NCCO)nc2sc3c(c2c1=O)CCC3 | 3% | -8% | 0% | -3% | 20%[10 µM] | 6% | -1% | -4%
CC1(C)Cc2c(sc3nc4n(c(=N)c23)CCCCC4)CO1 | -14% | -26% | -7% | -8% | -8% | 4% | -2% | -7%
Cc1ccc2c(c1)nnn2C1CCN(S(=O)(=O)c2ccc(C(=O)N3C(C)CCCC3C)cc2)CC1 (stereo unspecified) | 13µM* | -1% | -10% | -3% | -65%[inhibitor] | -6% | -65%[inhibitor] | -9%
Nc1cc2c(cc1O)CCCC2 | 30% | ? | -27% | 2.2µM* | -2% | -12% | nt | ?
CCOc1ccc(OCc2cccc(C(=O)N3CCCCCC3)c2)cc1 | -21% | 7% | -10% | 35µM* | nt | 1% | 1.8µM* | -10%
CCCCC1C(=O)N(c2ccccc2)N(c2ccc(O)cc2)C1=O (stereo unspecified) | nt | 3% | -25% | ? | 2.2µM* | ? | -5% | 16µM*
COc1ccc(NC(=O)Cn2c(=O)n(-c3ccccc3)c(=O)c3ccc(C(=O)NCc4ccc5c(c4)OCO5)cc32)cc1 | nt | nt | -12% | nt | nt | ? | ? | 13%
COc1ccc(CN2C(=O)c3c(c(C)n(C)c3C)C2C(=O)NC2CCC(C)CC2)cc1 (stereo unspecified) | 18% | -11% | -5% | 0.79µM* | -26% | -1% | -15% | -22%
O=C(Cn1nnc(-c2ccccc2F)n1)Nc1ccc2c(c1)OCO2 | -14% | -6% | -12% | 11% | -3% | 10% | 4% | -15%
COc1ccc(O)c(C(=O)c2cc(SCC(=O)O)c3nc4sc5c(c4c(=O)n3c2)CCCC5)c1 | -7%[9.22 µM] | ? | -25% | nt | 9%[10 µM] | -7% | nt | 18µM*
Cn1cc(CNCc2cn(C)nc2-c2ccc(C3CCCCC3)cc2)cn1 | nt | -9% | -6% | -14% | nt | -4% | -13% | -9%
CCOc1ccc(C(CC(=O)O)N2Cc3ccccc3C2=O)cc1OC (stereo unspecified) | nt | nt | -13% | nt | nt | -9% | 6% | -9%
COc1ccc(-c2nc3ccccc3c(=O)n2CCN2CCOCC2)cc1 | -20% | 0% | 3% | -15% | -10% | 5% | nt | 2%
Cn1c(=O)n(C)c2cc(C(=O)c3ccccc3)ccc21 | 18% | -2% | -3% | 7.9µM* | -38% | 8% | ? | -4%
COc1ccccc1OCC(=O)N(Cc1nc(-c2ccc(Cl)cc2)no1)C(C)C | -20% | -6% | -8% | ? | -16% | 5% | -1% | -11%
COc1ccc(Cl)cc1NC(=O)CN1CCc2ccccc21 | -20% | -5% | -28% | 7.9µM* | -42% | 2% | nt | -14%
O=C(O)c1ccccc1C(=O)Nc1ccc(-n2nccc2C(F)(F)F)cc1 | 2%[9.22 µM] | ? | -11% | 15% | 11%[10 µM] | 0% | nt | -4%
Cc1ccc(-c2ccc(/C=C3/NC(=O)NC3=O)o2)cc1[N+](=O)[O-] | -15% | -2% | -27% | 0% | nt | ? | -25% | ?
CCCCN1C(=O)c2[nH]nc(-c3ccccc3O)c2C1c1ccc(OCc2ccccc2)cc1 (stereo unspecified) | nt | nt | ? | nt | nt | ? | 0% | -7%
O=C1N(c2ccc(Cl)c(Cl)c2)CN(Cc2ccccc2)CN1n1cnnc1 | -7% | -2% | -20% | -1% | -16%[0.074 µM] | -12% | ? | -15%
Cc1noc(C)c1CSc1nc2ccccc2s1 | -15% | -1% | -15% | ? | 17%[10 µM] | -9% | -12% | ?
CC(C)n1c(=S)[nH]c2cc(Cl)ccc21 | 16%[9.22 µM] | -16% | -23% | nt | 10%[10 µM] | -2% | nt | ?
COC(=O)c1ccc(NC(=O)CCS(=O)(=O)c2ccc(Br)cc2)cc1 | -15% | 1% | -15%&-14% | -6% | -5% | -6%&-10% | -12% | -6%&0%
O=C(CN(C(=O)C1CSC(=O)C1)c1ccccc1F)NCc1ccc2c(c1)OCO2 (stereo unspecified) | 1% | 4% | -4% | -9% | 10% | -5% | -16% | -8%
CC1(C)Cc2c(sc3c2c(=N)n(Cc2ccco2)c(=O)n3CC(=O)Nc2ccc(Cl)cc2)CO1 | ? | 6% | ? | 20µM* | -29%[0.074 µM] | ? | 25% | 1%
COC(=O)C1=C(C(=O)OC)[C@@H]2N(C)c3ccccc3[C@@]23C[C@@H](C(=O)OC)N(C(=O)c2ccco2)C3=N1 | nt | 5%[11.4 µM] | -2%[11.6 µM] | 12%[13.5 µM] | -6%[10 µM] | -2%[11.6 µM] | 5%[9.22 µM] | 1%[11.5 µM]
Cc1cc(C)c2nc(N3CCCC(C(=O)N4CCN(c5ncccn5)CC4)C3)sc2c1 (stereo unspecified) | 3% | 1% | -17% | -3% | -8%[10 µM] | ? | -15% | -14%
COc1ccccc1N1CCN(Cc2nc(-c3cc(OC)c(OC)c(OC)c3)no2)CC1 | nt | nt | -16% | nt | nt | 1% | -14% | -7%
O=C1NC(c2cccnc2)C(C(=O)c2cccs2)C(O)(C(F)(F)F)N1 (stereo unspecified) | 3% | -2% | 9% | 14% | -22%[10 µM] | 7% | 3% | 3%
CC1CCc2nc(NC(=O)c3cc(C(C)(C)C)nn3C)sc2C1 (stereo unspecified) | 1%[9.22 µM] | 0% | -1% | nt | 31%[10 µM] | 11% | nt | -4%

A different layout for 3 compounds above.
Second line of a record – HttQ103 aggreg	JMJD2E inh	Tau fluor cs	ALDH1A1 inh	HTT ATP protect	Tau fibril FP	SMN2 splice up	Tau ThT inhib
Cn1c(=O)n(C)c2cc(C(=O)c3ccccc3)ccc21
    18%	-2%	-3%	7.9µM*	-38%	8%	?	-4%
COc1ccccc1OCC(=O)N(Cc1nc(-c2ccc(Cl)cc2)no1)C(C)C
    -20%	-6%	-8%	?	-16%	5%	-1%	-11%
COc1ccc(Cl)cc1NC(=O)CN1CCc2ccccc21
    -20%	-5%	-28%	7.9µM*	-42%	2%	nt	-14%

The listing continues:
SMILES | HttQ103 aggreg | JMJD2E inh | Tau fluor cs | ALDH1A1 inh | HTT ATP protect | Tau fibril FP | SMN2 splice up | Tau ThT inhib
Cc1csc(Nc2ccccc2C(F)(F)F)n1 | -1% | -1% | ? | 2% | 7% | -4% | -18% | -12%
Clc1ccc(-n2nnnc2-c2cnc3ccccc3c2-c2ccccc2)cc1 | -4%[9.22 µM] | 2% | -10% | ? | 3%[10 µM] | 5% | nt | -5%
Cn1c(=O)n(C)c2cc(CN3C(=O)OC(C)(C)C3(C)O)ccc21 (stereo unspecified) | 16% | 6% | 13% | 2% | -3%[10 µM] | 0% | ? | 13%
O=C1c2ccccc2C(=O)c2c1cccc2-n1nnc2ccccc21 | -14%[9.22 µM] | 2% | -11% | nt | 4%[10 µM] | 8% | nt | -2%
CCCS(=O)(=O)N1CCCC(C(=O)NCCN2CCCCC2C)C1 (stereo unspecified) | 9% | 1% | 6% | 5% | -9% | -5% | -8% | 3%
O=C(/C=C/c1ccc([N+](=O)[O-])cc1)NCc1ccccn1 | 6% | -10% | 6% | -8% | nt | 7% | -11% | 2%
COc1cc(/C=C2\OC(=O)c3c(OC)cccc32)ccc1O | -4% | -1% | ? | ? | -68%[inhibitor] | 12% | -13% | ?
COc1ccc(OC)c(C2C(C(C)=O)=C(O)C(=O)N2Cc2cccnc2)c1 (stereo unspecified) | -5% | -4% | -1% | 28µM* | -9%[10 µM] | -7% | -8% | -11%
O=[N+]([O-])c1cc(S(=O)(=O)N2CCOCC2)ccc1N1CCCC1 | -11% | 3% | -9% | ? | -2%[10 µM] | -2% | -20% | -10%
COc1cccc(COC(=O)c2ccc(-c3nnn(Cc4cccc(OC)c4)n3)cc2)c1 | nt | nt | -21% | nt | nt | -14% | 8% | 0%
CCC(=O)Nc1cc(-c2nn(C)c(=O)c3ccccc23)ccc1OC | 3% | -2% | 6% | 7% | 4% | -2% | ? | 0%
